From PubChem BioAssay
H9c2 TAG inh: inhibitors of triacylglycerol accumulation; AID 651582; H9c2 cells, Nile Red lipid (TAG) fluorescence; cells loaded with 200 µM oleic acid; actives 0.66% (n = 230,000); inhibition, % at 12.5 µM;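 active = pattern-corrected inhibition of lipid staining of at least 50% with the nuclear-stain viability signal not falling by more than 50%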;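 also: 0% = DMSO wells and 100% = triacsin C control wells; some results filed as inactive read as strong as hits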
H9c2 TAG inh DAPI viability: further read-out of H9c2 TAG inh, marked with its call; DAPI nuclei signal change (viability), lower = more cytotoxic, %;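 whole-well DAPI fluorescence read on a plate reader as a viability signal; minus 50 percent equals half of cells still viable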
* marks the source's active call; other numbers are inactive results. Some of the compounds tested; the hit share may differ from the screen's.

SMILES	H9c2 TAG inh	H9c2 TAG inh DAPI viability
CC12CCC(C(=O)NCc3cccnc3)(OC1=O)C2(C)C (configuration not stated)	5	-13
O=C(NNC1=NCCC1)c1cccc(S(=O)(=O)N2CCOCC2)c1	-2	5
CC1(C(=O)NS(=O)(=O)c2cccc(F)c2)CCN1C(=O)Cc1cccc2ccccc12 (configuration not stated)	3	9
COc1cc(C2C(C#N)=C(N)Oc3n[nH]c(-c4ccncc4)c32)cc(OC)c1OC (configuration not stated)	-13	3
CCOC(=O)C1=C(C)NC(C)=C(C(=O)OC)C1c1ccco1 (configuration not stated)	-22	-2
COC(=O)c1cccc(S(=O)(=O)N2CCOCC2)c1	5	11
Oc1cc(NCc2cccnc2)ccc1-c1nc2ccccc2o1	-6	28
COc1cccc(/C(C#N)=C/c2c(-c3ccc(Cl)cc3)nc3c(C)cccn23)c1	21	-10
CCOc1nc(NCCO)nc(Nc2ccccc2F)n1	9	10
Cc1cc(C)c2sc(NC(=O)C3=COCCO3)nc2c1	5	1
COc1cc(/C=C/C(=O)NCCc2ccc(S(N)(=O)=O)cc2)ccc1OCC#N	-5	10
Nc1ccc(C(=O)OCc2nc3cc4ccccc4cc3[nH]2)cc1	10	-1
O=C(C[C@H]1C[C@H](C(=O)N2CCCCC2)[C@@]2(CCc3ccccc3)c3[nH]c4ccc(Cl)cc4c3CCN2C1=O)NCCN1CCOCC1	10	6
COc1ccccc1CCNC(=O)C(=O)NCC1OCCN1S(=O)(=O)c1ccc(OC)c(OC)c1 (configuration not stated)	-1	5
CCN1CCCc2cc(CN(CCN3CCOCC3)C(=S)Nc3cccc(OC)c3)ccc21	5	-2
COc1cccc(/C=C/C(=O)N2CCN(S(=O)(=O)c3ccccc3)CC2)c1OC	12	-14
Cc1cc(N/N=C/c2cccc(Cl)c2)nc(-n2nc(C)cc2C)n1	53*	-25*
O=C(O)C1=C[C@H](c2coc3ccccc3c2=O)C[C@H](OCc2ccc(CO)cc2)O1	11	-4
Cc1cc(C)c(OCC(=O)Nc2nc3ccccc3[nH]2)c(C)c1	-7	5
CC1=NN(c2ccc(C(=O)O)c(N)c2)C(=O)C1	-1	4
O=C(CSc1ccc2ccccc2n1)Nc1ccc(N2CCOCC2)cc1	12	-9
CC(c1ccccc1F)n1cc(C(=O)NCc2ccncc2)nn1 (configuration not stated)	5	-3
C=CCn1c(N)cc(=O)nc1SCC(=O)Nc1ccccc1C(N)=O	-12	-2
OC(c1ccc(Cl)cc1Cl)C(Cc1cccnc1)n1cncn1 (configuration not stated)	6	-3
COc1ccccc1-c1cc2nc(-c3ccccc3)cc(N3CCN(C(=O)c4ccoc4)CC3)n2n1	13	82

Next part (4 carried over from the part before).
SMILES	H9c2 TAG inh	H9c2 TAG inh DAPI viability
CC(c1ccccc1F)n1cc(C(=O)NCc2ccncc2)nn1 (configuration not stated)	5	-3
C=CCn1c(N)cc(=O)nc1SCC(=O)Nc1ccccc1C(N)=O	-12	-2
OC(c1ccc(Cl)cc1Cl)C(Cc1cccnc1)n1cncn1 (configuration not stated)	6	-3
COc1ccccc1-c1cc2nc(-c3ccccc3)cc(N3CCN(C(=O)c4ccoc4)CC3)n2n1	13	82
O=C1c2ccc3c4c(ccc(c24)C(=O)N1c1cccc(O)c1)C(=O)N(c1cccc(O)c1)C3=O	68*	-20*
CCOc1ccc(CCNC(=O)Cn2ncn3nc(-c4ccc(OC)cc4)cc3c2=O)cc1	6	-9
C[C@H](CO)N1C[C@H](C)[C@@H](CN(C)S(=O)(=O)c2ccc(Oc3ccccc3)cc2)OCc2cn(nn2)CCCC1=O	-1	-6
CCOCC(=O)Nc1cc(Cl)ccc1C	-6	7
O=C(CN1C(=O)C2CC=CCC2C1=O)Nc1ccc(-c2nnc3n2CCCCC3)cc1 (configuration not stated)	10	6
O=S1(=O)CCOC[C@H](CC2CCCCC2)N1Cc1cccc(Cl)c1	-4	3
COCOc1ccc(-c2ncc(OC)nc2NC(=O)c2cc(C)oc2C)cc1	-7	-1
NC(=O)c1oc2ccc(Cl)cc2c1N	9	-6
O=C(NC(C(=O)c1ccccc1)n1ccc(=O)[nH]c1=O)c1ccccc1 (configuration not stated)	-22	5
Cc1ccc(NC(=O)C(c2ccccc2)N2CCN(C(=O)c3ccco3)CC2)cc1 (configuration not stated)	-21	-2
CCOC(=O)C(Cc1ccccc1)C(=O)Nc1cccc(C)c1 (configuration not stated)	-4	-3
CCNC(=O)C1(C)CCCN(Cc2cccc3c(OC)cc(C(=O)OCC)cc23)C1 (configuration not stated)	-1	-5
CC1=C(C(=O)OCC2CCCO2)C(c2ccccc2)C2=C(CCCC2=O)N1 (configuration not stated)	23	-13
Clc1ccc(-n2nnnc2-c2cnc3ccc(Cl)cc3c2-c2ccccc2)cc1	-11	0
CC(=O)Nc1ccccc1OCC(=O)c1cc(C)n(Cc2cccs2)c1C	-127	1
O=C(Nc1nc(-c2ccco2)cs1)c1ccccc1	23	0
COC(=O)Nc1ccc(S(=O)(=O)NCCCCCC(=O)O)cc1	-6	-4
O=C(N/N=C/c1cc(Br)c(Br)o1)c1ccc2c(c1)OCCO2	-2	5
CCCOC1CCCN(C(=O)CCc2nnc(-c3ccc4c(c3)OCO4)o2)C1 (configuration not stated)	0	3
Cc1ccccc1OCC(O)Cn1c(=N)n(Cc2ccccc2)c2ccccc21 (configuration not stated)	129	-62
O=C(CSc1nnc2ccccn12)NC(=O)c1ccccc1Cl	-11	6
NS(=O)(=O)c1ccc(CCNC(=O)c2ccc3nc4ccc(Cl)cc4c(=O)n3c2)cc1	1	18
Cc1ccc(N2C(=O)CC(NCC3CCCO3)C2=O)cc1 (configuration not stated)	-21	14
COc1ccc(C(=O)c2sc(Nc3ccc(NC(C)=O)cc3)nc2C)cc1	-15	1
COc1ccc(NC(=O)Cc2cccs2)c(OC)c1	-2	2

Further results follow.
SMILES	H9c2 TAG inh	H9c2 TAG inh DAPI viability
C=CCN=C1CC(C)(C)CC(=O)/C1=C(/O)CCC(=O)OC	-40	-6
Cc1c(C(=O)Nc2cccc(N(C)S(C)(=O)=O)c2)cccc1[N+](=O)[O-]	-6	5
O=C(C1CCN(S(=O)(=O)c2ccccc2)CC1)N1CCN(Cc2ccc3c(c2)OCO3)CC1	3	-2
CCCc1cc(C(=O)NCc2ccco2)no1	-7	-10
O=C(Nc1ccc2c(c1)C(=O)OC2)Nc1cccc2ccccc12	-4	8
O=C(C1CCN(S(=O)(=O)c2ccc3ccccc3c2)CC1)N1CCN(c2ncccn2)CC1	-15	1
O=C(Nc1ccccc1)P(=O)(O)c1ccccc1	0	1
O=C(O)/C=C/c1ccc(-c2cccc(C(F)(F)F)c2)o1	0	8
O=C(/C=C/Nc1ccccc1)c1ccc(Oc2ncccn2)cc1	-26	1
CCCN(CC(=O)Nc1cc(Cl)ccc1Cl)C(=O)c1ccc(N2CCCC2=O)cc1	-8	-3
Cc1csc2nc(CNS(=O)(=O)c3ccc(-c4ccccc4)cc3)cn12	-5	-2
CSc1nn(CCc2ccncc2)c(=S)s1	-1	-1
Cc1cc(C(=O)CN2C(=O)NC3(CCCCCC3)C2=O)c(C)n1C	11	-14
O=C(NC(=S)Nc1ccccc1[N+](=O)[O-])c1ccccc1Cl	9	0
c1cnc(Oc2ccc3oc4ccccc4c3c2)nc1	-20	8
O=C(c1ccc(Cl)c([N+](=O)[O-])c1)N1CCN(Cc2ccc3c(c2)OCO3)CC1	13	0
CCOC(=O)c1c(NC(=O)CN2CCN(C(=O)c3ccco3)CC2)sc(C(N)=O)c1C	8	-9
C[C@@H]1CN([C@@H](C)CO)S(=O)(=O)c2ccc(Br)cc2O[C@@H]1CN(C)Cc1ccccn1	16	-11
O=C(O)Cc1ccc(NC(=O)Nc2cccc(Cl)c2)cc1	-2	-2
O=C(O)c1cc(-c2ccc3c(c2)OCO3)nc2ccc(Cl)cc12	4	9
CCCNC(=O)CSCc1nc(-c2ccc(SC)cc2)oc1C	10	-3
CC(=O)Nc1cccc(NC(=O)COC(=O)C2CC3CCCC(C2)C3=O)c1 (configuration not stated)	4	6
COC(=O)C1=C(C)NC(=O)C1(NC(=O)c1cccnc1)C(F)(F)F (configuration not stated)	-11	7
O=C(Nc1ccc(-c2csc(Nc3ccc(Cl)cc3)n2)cc1)c1cc([N+](=O)[O-])cc(C(F)(F)F)c1	51*	7.8*
CCc1ccc(N(CC(=O)Nc2nc3ccc(C)cc3s2)S(=O)(=O)c2c(C)noc2C)cc1	-12	2

Exported with each value named: 4 of the compounds above.
> CCCN(CC(=O)Nc1cc(Cl)ccc1Cl)C(=O)c1ccc(N2CCCC2=O)cc1
  H9c2 TAG inh = -8
  H9c2 TAG inh DAPI viability = -3

> O=C(C1CCN(S(=O)(=O)c2ccccc2)CC1)N1CCN(Cc2ccc3c(c2)OCO3)CC1
  H9c2 TAG inh = 3
  H9c2 TAG inh DAPI viability = -2

> CCCNC(=O)CSCc1nc(-c2ccc(SC)cc2)oc1C
  H9c2 TAG inh = 10
  H9c2 TAG inh DAPI viability = -3

> O=C(O)c1cc(-c2ccc3c(c2)OCO3)nc2ccc(Cl)cc12
  H9c2 TAG inh = 4
  H9c2 TAG inh DAPI viability = 9

(further entries)
SMILES	H9c2 TAG inh	H9c2 TAG inh DAPI viability
O=C(NCCC(=O)N1CCN(Cc2c(F)cccc2Cl)CC1)c1ccc(Cl)cc1	-5	-9
O=C1CCC(C(=O)OC(C(=O)Nc2ccc([N+](=O)[O-])cc2Br)c2ccccc2)=NN1 (configuration not stated)	-24	3
Cc1nn(-c2ccccc2)c(C)c1/C=C/C(=O)OCC(=O)Nc1ccc(C(N)=O)cc1	15	-7
CCOC(=O)C[C@H]1c2ccccc2S(=O)(=O)N1Cc1cc(OC)c(OC)c(OC)c1	-7	1
Cc1oc2ccc(OCC(N)=O)cc2c1C(=O)OC(C)C	4	1
NC(=O)c1cn(-c2ccccc2)nc1-c1cc2ccccc2oc1=O	-2	3
CCSC1=C(C#N)C(CC(C)C)C2=C(CCCC2=O)N1 (configuration not stated)	-3	4
CCOc1cc(CN2CCN(Cc3ccc(C)o3)C(CCO)C2)ccc1OC (configuration not stated)	7	1
O=C(OCC(=O)c1cccc2ccccc12)c1ccc(CO)cc1	-16	8
CCCCC(=O)Nc1nnc(SCC(=O)NC2CCCC2)s1	-5	-6
CC1(C(=O)NCc2cccs2)CCN1C(=O)Cc1cccc2ccccc12 (configuration not stated)	5	6
CC1CCCC(NC(=O)COC(=O)c2cccc(S(=O)(=O)N3CCCCC3)c2)C1C (configuration not stated)	-9	4
COc1ccccc1NC(=O)c1ccc(C(=O)c2ccccc2)o1	-59	-5
CC(=O)Nc1ccc(NC(=O)c2c(C)nn(-c3ccccc3)c2Cl)cc1C	10	-3
COc1cc(NC(=O)c2ccc(-c3cccnc3)c3ccoc23)cc(OC)c1OC	8	11
CCOC(=O)c1c(C)nn(-c2ncccc2NC(=O)CCC(=O)O)c1C	1	4
CC1(C(=O)OCC(=O)NNC(=O)COc2ccc(Cl)cc2)CC1(Cl)Cl (configuration not stated)	-3	-6
Cc1ccc2cccc(O)c2[n+]1[O-]	-12	4
CCOc1ccccc1N1CC(C(=O)NNC(=O)c2cc(OC)c(OC)c(OC)c2)CC1=O (configuration not stated)	12	-1
C=CCN1C(=O)c2ccc(C(=O)N3CCC(C(=O)OCC)CC3)cc2C1=O	-6	4
O=C1CCCN1CCCNc1ccc(S(=O)(=O)N2CCCCC2)cn1	-18	-8
CCOc1ccccc1N(CC(=O)NCC1CCCO1)C(=O)CNS(=O)(=O)c1ccccc1 (configuration not stated)	-7	-2
CC(=O)Nc1cccc(NC(=O)CCCC(=O)O)c1	11	-18
CC12CCC(C/C1=N/O)C2(C)CBr (configuration not stated)	-1	-4
CCN1/C(=C2/SC(=S)N(NC(C)=O)C2=O)Sc2ccc(Cl)cc21	9	-6

A portion from further up, for reference:
SMILES	H9c2 TAG inh	H9c2 TAG inh DAPI viability
O=C(NCCC(=O)N1CCN(Cc2c(F)cccc2Cl)CC1)c1ccc(Cl)cc1	-5	-9
O=C1CCC(C(=O)OC(C(=O)Nc2ccc([N+](=O)[O-])cc2Br)c2ccccc2)=NN1 (configuration not stated)	-24	3

Going on with the list.
SMILES	H9c2 TAG inh	H9c2 TAG inh DAPI viability
C=C1C2C[C@H](O)C(C)(C)[C@@]2(O)[C@H](O)C[C@]23C[C@@](C)(O)[C@H](CC[C@H]12)[C@H]3O (some centres not stated)	-10	-1
C=CCn1c(=O)c2ccccc2n2c(SCc3nc4ccccc4s3)nnc12	-15	3
CCOC(=O)CSc1nc2ccc(S(=O)(=O)N3CCOCC3)cc2[nH]1	-4	4
O=C(NCCCn1ccnc1)c1ccc2nccnc2c1	3	-4
CC(C)(C)NC(=O)C(Cc1ccccc1)NS(=O)(=O)c1cccc2nsnc12 (configuration not stated)	36	-52
CCOc1cc(CNC(C)(C)C)ccc1OCC(=O)Nc1cccc(C(F)(F)F)c1	52*	-42*
O=C(CSc1nncn1-c1ccccc1)NCc1cccs1	7	-4
CC1(C)OC(C(O)(c2ccccc2)c2ccccc2)[C@@H](C(O)(c2ccccc2)c2ccccc2)O1 (some centres not stated)	33	-39
COC(=O)c1ccc(CNC(=O)COC(=O)/C=C/c2ccc(O)c(OC)c2)cc1	-10	7
